Screening data as filed in PubChem BioAssay.
3CLpro inhibitor: SARS-CoV 3CLpro protease inhibition; inhibition, % at 6 µM; P0C6X7; recombinant SARS-CoV 3CLpro, quenched FRET peptide cleavage; hit rate 0.14% among 290,000; in the data active = inhibition above about 12%
MazEF act: increases E. coli MazEF RNase cleavage of RNA; P0AE70; hit rate 0.32% among 350,000; FAM/BHQ RNA-DNA oligo cleavage fluorescence, 5 h; activation, % at 20 µM; in the data active = activation above about 50%
Target sequence (P0AE70 whole entry, looked up): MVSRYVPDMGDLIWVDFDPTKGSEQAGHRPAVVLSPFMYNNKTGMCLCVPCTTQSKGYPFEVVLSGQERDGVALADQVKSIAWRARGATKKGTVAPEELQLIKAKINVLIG
BioA inh: blocks M. tuberculosis BioA enzyme activity. purified M. tuberculosis BioA enzyme, plate reader. inhibition, % at 9.99 µM. hit rate 0.096% among 360,000. AID 602481; in the data active = inhibition above about 40%
BH1578 lux ind: quorum light induction in luxS cqsA deficient V. cholerae; V. cholerae BH1578 lux reporter, luminescence, 6 h; activation, % at 18.7 µM; hit rate 0.16% among 350,000; in the data active = activation mostly above about 9.7%, no sharp cut-off; also: not every result past the cut was called active; inactives centre near 0; reference of the scale not given here
PriA SSB inh: K. pneumoniae PriA-SSBct interaction inhibition | inhibition, % at 33 µM | hit rate 0.6% among 430,000 | AlphaScreen SSBct-PriA binding, biotinylated peptide; in the data active = inhibition mostly above about 37%, no sharp cut-off; inactive = mostly below about 20%;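 also: plate controls were negative control peptide for no effect and reference peptide for full effect; strong numbers were not always called active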
Rv3671c protease: Rv3671c (M. tuberculosis) protease inhibition | inhibition, % at 5.96 µM | hit rate 0.048% among 320,000 | P9WHR9 | AID 2606; in the data active = inhibition above about 38%;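 also: extracellular domain of Rv3671c used as enzyme; 0% = enzyme with DMSO and 100% = no enzyme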
Target sequence (P9WHR9 whole entry, looked up, the tested form may be a part): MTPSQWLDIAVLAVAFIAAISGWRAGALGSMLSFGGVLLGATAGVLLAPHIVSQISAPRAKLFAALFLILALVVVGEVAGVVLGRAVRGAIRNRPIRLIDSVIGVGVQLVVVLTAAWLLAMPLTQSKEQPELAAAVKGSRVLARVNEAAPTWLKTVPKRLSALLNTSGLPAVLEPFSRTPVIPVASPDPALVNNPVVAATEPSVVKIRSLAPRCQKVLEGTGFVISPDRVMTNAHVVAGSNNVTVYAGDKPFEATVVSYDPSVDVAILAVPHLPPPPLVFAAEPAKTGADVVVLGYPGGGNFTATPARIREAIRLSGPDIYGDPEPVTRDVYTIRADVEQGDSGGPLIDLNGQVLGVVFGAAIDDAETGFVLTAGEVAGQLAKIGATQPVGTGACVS
VHR inh abs: blocks human VHR1 dual specificity phosphatase | P51452 | recombinant VHR phosphatase, pNPP absorbance | inhibition, % at 13.3 µM | hit rate 0.52% among 290,000 | AID 1654; in the data active = inhibition above about 50%; also: some compounds called inactive have numbers as strong as hits
GDH-TPI counter: counter-screen for M. tuberculosis FBA inhibitors: GDH-TPI coupled enzymes; GDH-TPI coupled enzyme counterscreen, NADH absorbance; inhibition, % at 4.8 µM; hit rate 1.2% among 360,000; AID 588335; in the data active = inhibition above about 30%;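 also: 0% = DMSO wells and 100% = wells lacking the enzyme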
FBA Mtb inh: inhibits M. tuberculosis FBA enzyme. inhibition, % at 1 µM. P9WQA3. hit rate 2.3% among 360,000. purified M. tuberculosis FBA, fluorescence read-out; in the data active = inhibition above about 27%;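 also: 0% = vehicle and 100% = reference inhibitor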
UGM FP inh: Mtb UDP-galactopyranose mutase inhibition; P9WIQ1; purified UGM, fluorescence polarization probe displacement; inhibition, % at 10 µM; hit rate 0.06% among 320,000; in the data active = inhibition above about 10%, passing the limit was not always enough
Target sequence (P9WIQ1 whole entry, looked up): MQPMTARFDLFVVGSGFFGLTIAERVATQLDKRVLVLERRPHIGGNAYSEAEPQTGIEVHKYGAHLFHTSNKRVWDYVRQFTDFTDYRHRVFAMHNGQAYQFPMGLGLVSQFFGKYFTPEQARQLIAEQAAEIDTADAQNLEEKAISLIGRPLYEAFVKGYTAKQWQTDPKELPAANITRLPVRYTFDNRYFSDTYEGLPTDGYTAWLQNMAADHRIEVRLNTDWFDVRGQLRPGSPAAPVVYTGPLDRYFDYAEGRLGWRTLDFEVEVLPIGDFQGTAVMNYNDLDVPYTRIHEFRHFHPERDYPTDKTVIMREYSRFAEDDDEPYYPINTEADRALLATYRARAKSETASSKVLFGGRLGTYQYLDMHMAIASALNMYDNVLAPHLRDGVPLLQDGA
* marks the source's active call; other numbers are inactive results; i = inactive; x = no result given; & = joins results of further samples.

Each structure is followed by: UGM FP inh	BioA inh	Rv3671c protease	3CLpro inhibitor	GDH-TPI counter	PriA SSB inh	VHR inh abs	BH1578 lux ind	MazEF act	FBA Mtb inh
O=C(C[n+]1ccc(/C=N/O)cc1)N1CCCCC1
 : -2.6	x	4	-2	12	x	9	i	7	-2
c1ccc(Oc2cccc(OCCCCN3CCCC3)c2)cc1
 : -0.2	x	-2	-5	-3	-9	-7	0.5	-6	2
O=C(NCCCn1ccnc1)Nc1ccc(Cl)cc1Cl
 : 5.1	-0.9	-2	-5	7	4	17	-1.0	3	0
CN(Cc1cccs1)c1ncnc2sccc12
 : -3.7	x	3	-1	-8	-14	24	-0.2	0	-5
CCCCC(CC)C(=O)Nc1cc(C(=O)NCc2ccc(C)cc2)ccc1N1CCC2(CC1)CC(c1ccccc1)=NO2 (centres undefined)
 : 0.4	-1.6	-26	6	12	-12	-3	11	-2	0
O=C(CSc1nnc(-c2ccccc2)n1-c1ccc(Cl)cc1)NNC(=S)Nc1ccccc1
 : 0.7	x	1	4	-2	3	-12	-0.2	4	-2
Nc1ccc(Cc2ccc(N)c(C(=O)O)c2)cc1C(=O)O
 : 8.3	-0.9	-3	0	11	-10	37	i	-5	9
COc1ccc(NC(=O)c2cc(S(=O)(=O)NCC3COc4ccccc4O3)ccc2F)cc1 (centres undefined)
 : -1.2	0.1	-17	2	-7	6	13	i	9	-2
Cc1nn(-c2ccccc2)c(C)c1C(=O)OCC(O)=C(C#N)c1nc2ccccc2[nH]1
 : x	x	x	x	13	-4	x	x	-9	-1
Cc1ccc(S(=O)(=O)N(C)C[C@@H]2OCc3cnnn3CCCC(=O)N([C@@H](C)CO)C[C@@H]2C)cc1
 : x	-2.8&1.4	x	x	-2	x	x	i	4	-1
Brc1ccc(C2C3=C(Nc4ncnn42)c2ccccc2OC3c2ccncc2)cc1 (centres undefined)
 : -2.9	2.5	0	-1	0	-16	39	x	5	15
COc1ccc(C(=O)Nn2c(SCC(=O)NCC3CCCO3)nc3ccccc3c2=O)cc1 (centres undefined)
 : 0.9	-0.6	9	-3	13	-21	-2	-4.3	2	3
COc1ccc(NC(=O)C2CCCN(C(=O)Nc3ccc(OC)cc3)C2)cc1 (centres undefined)
 : -0.2	4.0	-1	-4	-5	0	13	-1.8	2	3
Cn1nc(-c2ccc(OCC(=O)NCC3CCCO3)cc2)c2ccccc2c1=O (centres undefined)
 : -1.7	4.1	2	-1	6	-15	10	12	5	-6
COc1ccc(CCC(=O)NNC(=O)Nc2ccc(OC)c(OC)c2)cc1
 : 1.2	-1.7	3	4	4	-20	87	-0.4	2	-3
CC[C@@]1(C(=O)OC)N[C@H](CN(C)C(=O)NC(C)C)[C@@H]2C(=O)N(Cc3ccccc3)C(=O)[C@@H]21
 : -2.7	1.1	5	x	6	3	x	i	-26	-2
COc1ccc(NC(=O)N2CCN(S(C)(=O)=O)CC2)cc1OC
 : 0.8	3.8	-8	2	-1	-19	19	i	4	-2
CCOC(=O)C1(C)CCCN(C(=O)c2cccs2)C1 (centres undefined)
 : x	-0.4	x	x	4	x	x	i	x	-3
COCCNC(=O)c1cc(C(=O)CC(C)C)c[nH]1
 : -2.1	-1.7	-8	-2	2	-13	12	-0.6	5	1
CC(=O)Nc1ccc(C(=S)NCC2(N(C)C)CCCCC2)cc1
 : -1.3	x	-6	-7	6	-7	30	1.1	-11	2
CCC1COCCS(=O)(=O)N1Cc1ccccc1C (centres undefined)
 : -2.3	-2.8	-2	5	3	-2	17	i	10	-1
O=C(NCc1ccco1)c1cnn2c1NC(c1ccccc1)CC2C(F)(F)F (centres undefined)
 : 1.0	9.7	0	2	-8	5	-14	2.8	0	-2
CC(C)(C)S(=O)(=O)/C(C#N)=N/Nc1ccc(C#N)cc1
 : 2.0	x	-13	0	25	x	22	i	4	-2
COc1ccc(OC)c(NC(=O)C2CCC(CNc3c(N4CCOCC4)c(=O)c3=O)CC2)c1 (centres undefined)
 : 1.2	x	1	4	9	-12	20	-2.1	-2	0
CCOc1cc(S(=O)(=O)Nc2ccc(CC)cc2)ccc1Cl
 : 0.8	-0.8	-35	5	-9	-15	-8	i	-4	2
O=C(Oc1nsnc1N1CCOCC1)N1CCCC1
 : 1.2	-1.4	-12	1	9	-11	x	-0.3	-1	0
COc1ccc(CCNC(=O)CSc2ccsc2[N+](=O)[O-])cc1OC
 : -3.3	0.9	-10	1	22	5	44	-1.1	-6	-3
CCOc1ccc2nc(NC(=O)Nc3cccs3)sc2c1
 : 1.2	-0.1	8	3	-7	4	0	-0.3	19	0
CCC(C)c1ccc(NC(=O)COC(=O)CCNS(=O)(=O)c2cccs2)cc1 (centres undefined)
 : 0.7	-2.6	-14	x	0	-6	x	-2.3	-3	5
CC(Sc1nnc(COc2ccccc2)n1-c1ccccc1)C(=O)O (centres undefined)
 : -2.4	0.5	-1	0	-3	-3	-8	-0.7	7	-3

Look-ups from the entries so far:
Value for `CCOC(=O)C1(C)CCCN(C(=O)c2cccs2)C1` (centres undefined) under GDH-TPI counter: 4
Value for `CC(=O)Nc1ccc(C(=S)NCC2(N(C)C)CCCCC2)cc1` under 3CLpro inhibitor: -7

Next records:
Each structure is followed by: UGM FP inh	BioA inh	Rv3671c protease	3CLpro inhibitor	GDH-TPI counter	PriA SSB inh	VHR inh abs	BH1578 lux ind	MazEF act	FBA Mtb inh
CC(C)NC(=O)CSc1nc(-c2ccccc2)cs1
 : x	x	x	0	-3	-9	15	-0.3	3	-4
O=C(Nc1cccc(Cl)c1N1CCCC1)c1ccc(Br)o1
 : 0.1	-0.6	-7	4	-3	-15	7	-7.1	1	0
CC(O)CN(CCC(N)=O)CCC(N)=O (centres undefined)
 : -3.0	-0.1	-1	-6	-7	-9	23	i	4	7
CCCNC(=O)Cn1nc(C(F)(F)F)c2c1CCC2
 : 2.1	0.3	-1	5	-8	0	30	-0.2	5	-3
Cc1ccc2oc(=O)c3cc(C(=O)NCc4ccco4)sc3c2c1
 : 0.9	-0.3	-23	1	26	-1	17	0.4	-18	2
CCOCC(=O)Nc1ccc2c(c1)N(S(=O)(=O)c1cccs1)CCC2
 : -0.5	0.5	3	x	6	-2	x	i	5	2
COc1ccc(CC2(CO)CCN(Cc3c(C)nn(C(C)C)c3C)CC2)cc1
 : 0.3	3.9	0	2	8	-10	-1	-0.2	-3	1
O=C(CSc1nnc(-c2cccs2)n1CC1CCCO1)c1cc2ccccc2o1 (centres undefined)
 : -3.0	-4.2	-41	-2	8	-7	18	i	13	0
O=C(Nc1nc2ccccc2[nH]1)c1ccc([N+](=O)[O-])cc1
 : 1.5	x	8	1	20	-9	22	-0.2	16	-3
COCc1cc(=O)[nH]c(SCC(=O)c2ccccc2)n1
 : 0.7	x	7	0	2	-1	18	i	2	-1
O=C(CN1CCN(S(=O)(=O)c2ccccc2)CC1)Nc1ccc(Cl)c(Cl)c1
 : 0.2	-0.2	-2	2	-11	-21	39	-0.7	-2	3
CC(C)N1CCC(=O)NC1=O
 : x	-0.5	x	x	12	-4	x	i	1	3
COc1ccccc1OCCNC(=O)CNC(=O)c1ccc(C(C)(C)C)cc1
 : -2.6	0.2	5	x	2	-3	x	i	-20	6
O=C(OC(C(=O)NCc1ccco1)c1ccc(Cl)cc1)c1cccs1 (centres undefined)
 : 1.7	0.8	7	2	7	0	4	-0.5	4	1
COc1ccc(F)cc1-c1cc(C(=O)Nc2ccc(NC(C)=O)cc2)[nH]n1
 : x	-0.6	x	x	7	x	x	-0.2	x	1
Cn1c(N2CCCC2)nc2c1c(=O)n(Cc1ccc(Cl)cc1)c(=O)n2C
 : -0.7	2.3	3	11	14	-3	25	-0.1	5	-11
COc1cccc(CC(=O)OCC(=O)NC2CCCCCC2)c1
 : 1.5	0.2	2	-3	-3	-2	-3	0.4	4	-1
CCC1=Nc2cc(C(=O)N3CCC4(CC3)OCCO4)ccc2Sc2ccc(Br)cc21
 : 4.1	-1.1	-6	10	9	16	9	i	6	0
O=C(O)C1CCCCC1C(=O)NCc1ccc(Cl)c(Cl)c1 (centres undefined)
 : 0.6	x	2	2	-4	5	4	0.2	1	-9
COc1cc(C)ccc1OCCOc1cc(C)ccc1Cl
 : 3.6	-2.3	2	5	8	-21	-23	i	-4	0
CC1CCCN(C(=O)c2ccc3nc[nH]c3c2)C1 (centres undefined)
 : 0.1	x	-2	1	-4	8	52*	-0.2	4	-3
O=C(COc1coc(CN2CCc3ccccc3C2)cc1=O)N1CCOCC1
 : -2.5	0.8	-4	x	6	-9	x	5.9	-4	-1
COc1ccc(-c2c(C#Cc3ccsc3)c3cc(-c4ccc5c(c4)OCO5)ccc3n2C)cc1
 : -3.0	-2.8	-11	x	11	-8	x	i	-3	3
Cn1cccc1C(=O)NC(=O)CSc1cccc[n+]1[O-]
 : 0.2	0.3	-1	3	-2	-12	-7	x	6	0
CCN(CC)CCN(C(=O)CN1C(=O)CCC1=O)c1nc2cc3c(cc2s1)OCO3
 : -0.9	x	-2	-2	22	-1&-5	-3	0.5	1	2
CC(=NCC1CCCO1)c1c(O)n(Cc2ccccc2)c(=O)[nH]c1=O (centres undefined)
 : 1.8	0.3	2	0	-3	-16	-13	i	-15	4
O=C1CC(c2ccccc2)CC2=C1CN(C1CCCCC1)CN2 (centres undefined)
 : 0.8	1.4	-2	-3	-5	7	18	-1.3	1	4
CCn1nnnc1SCC(=O)Nc1ccc(N(C)C)cc1
 : 0.8	-5.2	-4	-4	4	7	54*	-0.3	-7	-4
CC(=O)Oc1cccc(NC(=O)c2ccc3c(c2)C(=O)N(CC(C)C)C3=O)c1
 : -0.6	-1.8	-3	-3	-1	-7	14	-0.6	3	-1
COc1cc(C(=O)NNC(=O)Cc2cccs2)cc(OC)c1OC
 : -1.6	-0.3	4	x	5	11	x	i	2	-2

Limited to MazEF act and VHR inh abs (five entries from above):
molecule,MazEF act,VHR inh abs
O=C(Nc1nc2ccccc2[nH]1)c1ccc([N+](=O)[O-])cc1,16,22
COCc1cc(=O)[nH]c(SCC(=O)c2ccccc2)n1,2,18
O=C(CN1CCN(S(=O)(=O)c2ccccc2)CC1)Nc1ccc(Cl)c(Cl)c1,-2,39
CC(C)N1CCC(=O)NC1=O,1,x
COc1ccccc1OCCNC(=O)CNC(=O)c1ccc(C(C)(C)C)cc1,-20,x

Continuation.
Each structure is followed by: UGM FP inh	BioA inh	Rv3671c protease	3CLpro inhibitor	GDH-TPI counter	PriA SSB inh	VHR inh abs	BH1578 lux ind	MazEF act	FBA Mtb inh
CCOC(=O)CN1N=C(c2ccc(C)cc2)CCC1=O
 : 0.9	0.0	-7	0	2	11	49	-0.3	-1	0
N#CC1=C(S)N(c2ccc(F)cc2)C(c2ccco2)NC1=O (centres undefined)
 : -0.5	x	-2	-3	12	2	15	-0.7	-1	1
COc1ccccc1OCC(=O)N/N=C/c1cccc2cccnc12
 : -3.0	-0.8	-3	1	-6	x	-6	i	4	2
C[n+]1c(-c2ccccc2)cc(-c2ccc(O)cc2)cc1-c1ccccc1
 : 5.1	17	-9	1	17	-9	37	-0.1	-20	-3
COCC(=O)N/N=C\c1ccccc1OC/C=C/c1ccccc1
 : 0.0	-0.7	0	-5	10	i	1	i	2	-2
O=C(NC1CC1)c1ccc(CSCc2ccc(Cl)cc2)o1
 : x	1.5	x	x	4	x	x	-0.6	7	1
COCC1CCN(C(=O)C2CCC(=O)N(C3CCCCCC3)C2)CC1 (centres undefined)
 : 0.5	-1.7	x	2	0	-14	15	0.6	2	1
CCOC(=O)c1cnc2c(cnn2C)c1Oc1ccc(OC)cc1
 : 1.8	x	1	5	0	-7	20	i	4	0
COc1ccccc1NC(=S)NCc1ccc2c(c1)cc(C)n2C
 : 0.4	0.6	2	4	-1	88*	10	i	12	-2
CCOC(=O)C1CCCN(S(=O)(=O)c2c(C)noc2C)C1 (centres undefined)
 : -2.1	0.9	3	-9	-4	-14	5	-0.5	3	-3
CN1C2=CC=CC=CC2=[N+](C)C12C=CC(=[N+]([O-])[O-])C=C2[N+](=O)[O-] (centres undefined)
 : -0.8	x	2	4	17	9	11	i	-2	-3

The list is partial; the hit share may differ from the screen's.
